ERp5 block – blocks human ERp5 reductase activity on insulin; inhibition, % at 9.99 µM; Q15084; hit rate 0.05% among 350,000; ERp5 insulin aggregation, absorbance 650 nm, 90 min;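 active means mean replicate inhibition above about 25%, with every replicate also reaching it, limit read from the data, passing the limit was not always enough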
RAD54 branch – blocks human RAD54 Holliday junction branch migration | Q92698 | FAM/BHQ fluorescence | inhibition, % at 10.4 µM | hit rate 0.14% among 360,000 | AID 602329;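 active means mean normalized replicate activity at least 40 and at least half of replicates scoring 40 or more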;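 further: 0% = median of neutral control wells and 100% = median of positive control wells; inhibitors cause a drop in the FAM fluorescence signal; in these data hits start at about 50%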
Target sequence (Q92698 whole entry, looked up): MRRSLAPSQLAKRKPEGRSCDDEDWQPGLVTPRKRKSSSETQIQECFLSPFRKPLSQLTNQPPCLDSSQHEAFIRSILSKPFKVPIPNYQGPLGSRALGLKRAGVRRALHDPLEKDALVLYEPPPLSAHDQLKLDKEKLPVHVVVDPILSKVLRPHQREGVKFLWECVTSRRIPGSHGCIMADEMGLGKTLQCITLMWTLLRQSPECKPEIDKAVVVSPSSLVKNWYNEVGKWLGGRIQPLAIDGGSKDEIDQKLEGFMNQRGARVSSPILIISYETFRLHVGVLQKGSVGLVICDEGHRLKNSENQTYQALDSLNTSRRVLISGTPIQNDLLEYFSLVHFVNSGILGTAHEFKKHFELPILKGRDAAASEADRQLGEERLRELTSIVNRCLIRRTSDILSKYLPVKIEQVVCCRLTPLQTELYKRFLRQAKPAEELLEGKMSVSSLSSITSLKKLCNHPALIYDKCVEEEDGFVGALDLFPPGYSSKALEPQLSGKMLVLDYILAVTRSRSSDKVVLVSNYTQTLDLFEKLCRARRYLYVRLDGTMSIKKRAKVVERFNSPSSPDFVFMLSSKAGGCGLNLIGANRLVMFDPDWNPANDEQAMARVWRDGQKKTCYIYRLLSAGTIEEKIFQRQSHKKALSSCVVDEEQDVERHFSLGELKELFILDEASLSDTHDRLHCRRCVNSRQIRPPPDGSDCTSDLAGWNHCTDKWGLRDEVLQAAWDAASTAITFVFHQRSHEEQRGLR
S100A4 MyoIIA – inhibitors of human S100A4 binding to myosin IIA peptide; inhibition, % at 10.7 µM; hit rate 0.14% among 360,000; S100A4/TAMRA-MyoIIA peptide fluorescence polarization; AID 652163;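 active means mean inhibition of at least 70% across replicates, with every replicate also reaching that level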
Target sequence (P26447 whole entry, looked up): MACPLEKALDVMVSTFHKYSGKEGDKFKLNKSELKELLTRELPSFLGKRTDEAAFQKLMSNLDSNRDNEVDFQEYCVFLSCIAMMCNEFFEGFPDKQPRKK
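Test system: S100A4 monomer protein; Medium: HEPES pH 7.2 with CaCl2, KCl, NaCl, DTT, Triton; Probe or stimulus: TAMRA-labelled myosin IIA heavy-chain peptide probe, 5 nM; Doses: one dose per compound; Times: polarization read 5 min after assay mix addition, stable 5–60 min; Benchmarks: neutral control DMSO, positive control TFP.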
RAD52 inh – inhibitors of human RAD52 DNA annealing. recombinant RAD52 DNA annealing, FRET fluorescence. inhibition, % at 18.7 µM. hit rate 0.46% among 360,000;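 active means every replicate showing at least 50% inhibition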
XiGFP reactiv – X-chromosome reactivation activator | AID 743238 | hit rate 0.055% among 360,000 | activation, % at 7.58 µM | XiGFP mouse fibroblasts, % GFP-positive cells imaging, 3 d; cells co-treated with 5-aza-dC sensitizer; scaled so ellipticine positive control = 100%;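 active means mean normalized replicate activation at least 10% and every replicate at or above 10%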;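 further: 0% = median of on-plate neutral control wells and 100% = ellipticine 6 µM median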
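material = 68-5-11 XiGFP fibroblast line | medium = DMEM plus 5-aza-dC sensitizer | schedule = 3 days compound exposure | benchmarks = positive control ellipticine, 6 µM final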
ERAP1 inh – ERAP1 (human) enzyme inhibition; recombinant ERAP1, Leu-AMC fluorescence, 60 min; hit rate 0.15% among 340,000; inhibition, % at 10.7 µM; AID 652197; Q9NZ08;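 active means mean replicate inhibition of at least 30%, or all replicates individually reaching that 30% level; inactive means mean below 30% and not every replicate reaching it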;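 further: 0% = neutral control wells and 100% = L-leucinethiol positive control wells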
E-selectin induc – E-selectin induction on HUVECs | hit rate 0.37% among 260,000 | activation, % at 7.58 µM | AID 686992 | P16581 | HUVEC E-selectin immunofluorescence imaging; normalized: neutral wells 0, TNF-alpha wells 100;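 active means mean E-selectin-positive cell signal at least 10% of the positive control, reached in at least 60% of replicates, without over 20% cell loss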;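 further: in these data hits start at about 27%; measured in HUVEC primary endothelial cells; signal is the percent of cells scored E-selectin positive by PE staining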
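Read-out: % PE-positive cells | Test system: HUVEC | Doses: One compound dose added by pin transfer | Buffer or medium: EGM-2 over gelatin coat | Signal: Immunofluorescence imaging | Benchmarks: TNF-alpha, DMSO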
esBAF inh – inhibitors of esBAF chromatin remodeling in mouse ES cells. Bmi1-luciferase knock-in reporter, 24 h; 100% = twice the neutral-well signal. reporter increase, % at 12.5 µM. hit rate 2% among 350,000. AID 602393; in the data active means activation above about 40%;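 further: 0% = median of the plate's neutral control wells and 100% = double that signal; a rise in the Bmi1 reporter signal indicates esBAF inhibition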
* = called active by the depositor; / = not tested or not shown.

SMILES	ERp5 block	RAD54 branch	S100A4 MyoIIA	RAD52 inh	XiGFP reactiv	ERAP1 inh	E-selectin induc	esBAF inh
CCN(CC)C(=S)Nc1ccc(OC(F)F)cc1	-3.9	/	-2.0	-1.1	2.1	1.0	0.1	/
CCC(=O)N1C[C@@H](C)[C@H](OC)CN(C)C(=O)c2ccc(NC(=O)c3ccc(OC)cc3)cc2OC[C@H]1C	9.4	-2.5	-4.0	3.1	0.0	-0.8	0.0	0.7
CN(C)S(=O)(=O)c1ccc(Cl)c(NC(=O)COC(=O)CCC2CCCCC2)c1	2.4	-6.0	0.5	-10.6	0.4	2.2	-0.3	-5.3
CN(C)C(=O)c1cccc(-c2ccc([C@@H]3[C@@H](CO)N4C(=O)CNC[C@@H]34)cc2)c1	2.8	/	-8.7	-10.4	0.1	-1.6	-0.3	/
COc1ccc2c3c(n(C)c2c1)[C@H](CO)N(Cc1ccncc1)CC31CN(C(=O)C2CCCC2)C1	1.8	/	4.4	-16.9	0.2	0.8	-0.2	/
C[C@@H]1CN([C@@H](C)CO)C(=O)c2cc(C3=CCCCC3)cnc2O[C@H]1CN(C)C(=O)c1cccc(F)c1	-2.4	-1.1	-1.8	7.9	-2.1	6.5	0.3	0.6
C[C@@H]1CN([C@H](C)CO)C(=O)c2cc(NC(=O)Nc3cccc4ccccc34)ccc2O[C@H]1CN(C)S(C)(=O)=O	-3.2	-5.7	-12.0	-1.4	-0.4	0.8	/	-0.8
O=C(CCCC(=O)N1CCN(c2ccccc2F)CC1)c1ccccc1	-4.8	-3.9	-1.3	-6.8	0.2	/	0.2	21.6
Cc1cccc2cc3cccc(C)c3nc12	2.1	/	-13.5	-10.1	0.1	3.7	/	/
CCOc1ccccc1N(CC(=O)NC(C)(C)C)C(=O)CCC(=O)Nc1nccs1	-0.5	-8.2	3.0	6.7	0.0	-1.1	/	4.0
Cc1ccc2nc(-c3cccc(S(=O)(=O)N4CCCC4)c3)cn2c1	-3.2	-6.7	2.7	-13.5	0.1	2.7	0.2	64.2*
COc1ccc(CN2CCN(C(=O)c3ccc(-c4ccccc4)cc3)CC2)c(OC)c1OC	-1.1	/	1.2	-4.4	0.0	9.2	/	/

Two compounds drawn at random from the list so far, as already listed:
SMILES	ERp5 block	RAD54 branch	S100A4 MyoIIA	RAD52 inh	XiGFP reactiv	ERAP1 inh	E-selectin induc	esBAF inh
CCC(=O)N1C[C@@H](C)[C@H](OC)CN(C)C(=O)c2ccc(NC(=O)c3ccc(OC)cc3)cc2OC[C@H]1C	9.4	-2.5	-4.0	3.1	0.0	-0.8	0.0	0.7
CCN(CC)C(=S)Nc1ccc(OC(F)F)cc1	-3.9	/	-2.0	-1.1	2.1	1.0	0.1	/

A draw from above in order of count of non-hydrogen atoms, low to high.
SMILES	ERp5 block	RAD54 branch	S100A4 MyoIIA	RAD52 inh	XiGFP reactiv	ERAP1 inh	E-selectin induc	esBAF inh
Cc1cccc2cc3cccc(C)c3nc12	2.1	/	-13.5	-10.1	0.1	3.7	/	/
Cc1ccc2nc(-c3cccc(S(=O)(=O)N4CCCC4)c3)cn2c1	-3.2	-6.7	2.7	-13.5	0.1	2.7	0.2	64.2*
CN(C)S(=O)(=O)c1ccc(Cl)c(NC(=O)COC(=O)CCC2CCCCC2)c1	2.4	-6.0	0.5	-10.6	0.4	2.2	-0.3	-5.3
CCOc1ccccc1N(CC(=O)NC(C)(C)C)C(=O)CCC(=O)Nc1nccs1	-0.5	-8.2	3.0	6.7	0.0	-1.1	/	4.0

(more compounds)
SMILES	ERp5 block	RAD54 branch	S100A4 MyoIIA	RAD52 inh	XiGFP reactiv	ERAP1 inh	E-selectin induc	esBAF inh
Cc1noc(C)c1NC(=O)N(C)C[C@@H]1OCCCC[C@@H](C)Oc2ccc(NS(=O)(=O)c3ccc(F)cc3)cc2C(=O)N([C@H](C)CO)C[C@@H]1C	2.4	1.7	6.4	18.2	2.9	-3.6	0.0	-1.1
CCOc1ccc(S(=O)(=O)N2CCN(Cc3ccc4c(c3)OCO4)CC2)cc1C	-1.1	4.5	-1.5	-3.9	0.0	-2.6	-0.2	-0.3
NC(=O)[C@@H]1CC2(CC(c3cccc(NC(=O)CC(c4ccccc4)c4ccccc4)c3)=NO2)CN1C(=O)[C@@H]1CCC(=O)N1 (stereo partly specified)	-1.3	-2.9	-1.9	-11.4	0.0	-1.4	-0.3	3.7
CCOC(=O)c1[nH]cnc1C(=O)Nc1ccccc1OC	5.2	/	3.5	-6.0	-0.1	-0.2	/	/
CC1CCN(CC(=O)NC2CCCCC2)CC1	3.0	-3.8	0.6	2.1	0.0	-4.7	-0.2	8.4
O=C(/C=C/c1ccncc1)c1cc(Cl)ccc1O	-0.3	-10.9	0.4	-3.5	0.0	2.0	0.3	-2.3
O=C(N[C@H](Cc1ccc(Cl)cc1)C(=O)O)OCC1c2ccccc2-c2ccccc21	-2.3	2.2	0.9	-25.4	0.0	1.8	0.1	2.9
COc1ccc(-c2cnc3c(c2)C(=O)N([C@@H](C)CO)C[C@H](C)[C@H](CN(C)C)O3)cc1	-6.2	-17.6	2.7	14.6	-0.8	-1.6	-0.4	-13.1
CCN1C(=O)C(CC(=O)Nc2ccc(OC)cc2)N(CCCN2CCN(c3ccc(OC)cc3)CC2)C1=S (stereo unspecified)	12.8	10.1	1.5	-21.3	-0.1	-4.3	/	-0.1
COc1ccc(CN(C)C[C@H]2OCCCC[C@@H](C)Oc3ccc(NS(=O)(=O)c4cccs4)cc3C(=O)N([C@@H](C)CO)C[C@H]2C)cc1	9.2	4.9	-11.1	19.7	0.0	-23.2	0.0	-1.1
CCCN(Cc1cc2cc(C)ccc2[nH]c1=O)C(=O)c1ccccn1	-2.9	-1.6	-10.6	-2.4	-0.1	3.1	/	/
CC(C)NC(=O)N(C)C[C@H]1Oc2ccc(NS(=O)(=O)c3cn(C)cn3)cc2CC(=O)N([C@@H](C)CO)C[C@H]1C	4.1	-1.0	-11.4	-4.1	-0.1	0.2	-1.4	3.7
CC1CC(=Cc2ccc(N)cc2)C(=O)O1 (stereo unspecified)	7.3	0.4	-6.8	-26.2	0.3	1.9	0.2	23.6
CC(C)(C)c1ccc(C(=O)N/C(=C\c2ccco2)C(=O)O)cc1	-1.9	/	-3.3	-19.5	0.0	-2.7	/	/
C[C@@H]1CN([C@H](C)CO)C(=O)c2cc(NC(=O)CCC(F)(F)F)ccc2O[C@@H](C)CCCCO[C@H]1CN(C)C(=O)Nc1ccccc1	-0.1	2.4	6.6	23.4	0.0	-1.3	/	1.4
CCC(C(=O)Nc1ccc(C(=O)Nc2ccccc2C(=O)O)cc1)c1ccccc1 (stereo unspecified)	-5.4	-15.9	-4.4	-18.0	0.3	-6.6	-0.4	-13.3
CC1CCC(NC(=O)c2cc3c(s2)CS(=O)(=O)C3)CC1 (stereo unspecified)	-2.1	-1.6	-1.1	-21.7	/	0.8	/	8.6
CCN(CC)c1ccc(NC(=O)CCCCC(=O)Nc2ccc(N(CC)CC)cc2)cc1	2.1	-4.3	-13.9	8.3	0.1	/	/	-45.2
C[C@@H]1CN([C@@H](C)CO)S(=O)(=O)c2ccc(-c3cccc(F)c3)cc2O[C@@H]1CN(C)S(=O)(=O)c1ccc(F)cc1	7.3	3.6	9.2	3.8	-0.6	0.7	-0.3	9.2
CNC[C@@H]1Oc2ccc(NS(=O)(=O)c3ccc(OC)cc3)cc2C(=O)N([C@@H](C)CO)C[C@H]1C	5.4	7.4	-0.2	1.5	0.1	3.9	0.1	-6.1
CC1CCc2c(nc3ncnn3c2NCCc2ccccc2F)C1 (stereo unspecified)	-10.7	/	1.4	1.0	0.4	5.9	/	/
O=C(C1CCCCC1)N1CCN(c2nc(-c3ccc(F)cc3)cs2)CC1	1.8	/	4.5	-14.5	0.0	6.4	0.0	/
C[C@@H]1CN([C@H](C)CO)C(=O)c2cc(NC(=O)C3CCCCC3)ccc2O[C@@H]1CN(C)S(=O)(=O)c1cn(C)cn1	-7.5	-0.5	-46.0	-4.4	-1.0	0.7	0.0	-6.3
COc1ccc(NC(=O)C2Cc3c(-c4ccco4)ccnc3O2)cc1OC (stereo unspecified)	-7.6	4.2	-1.8	-9.5	0.1	-4.6	0.0	0.5
Cc1ccc(C2CC(=O)Oc3cc(C)c(Br)c(C)c32)cc1 (stereo unspecified)	0.9	-2.6	-1.8	-23.9	0.2	/	0.9	3.2
CCN(CC)c1nc(N)nc(N(c2ccccc2)c2ccccc2)n1	0.8	-1.9	-1.9	-2.9	0.0	2.8	2.2	-1.7
Cn1cc(-c2ccccc2C(=O)O)c(=O)c2ccccc21	0.5	-15.2	0.5	-7.3	0.0	2.8	0.1	-0.9
Cc1ccc(N2CCN(C(=O)NC3CCCCC3)CC2C)cc1 (stereo unspecified)	-1.1	18.3	-6.5	0.3	-0.2	0.4	/	/
COc1ccc(NC(=O)N(C)C[C@H]2Oc3c(NC(=O)C4CCOCC4)cccc3C(=O)N([C@H](C)CO)C[C@H]2C)cc1	-0.5	-0.4	-9.9	-0.9	0.0	-0.9	0.4	-1.4
COc1cc(C(=O)NCC(=O)N/N=C\C(C)=C/c2ccccc2)cc(OC)c1OC	-2.1	-4.7	-8.6	-9.1	0.4	4.2	/	-4.3
CC(=O)Nc1ccc(-c2nc3ccc(NC(C)=O)cc3o2)cc1	1.1	3.1	1.5	-8.3	0.0	-0.2	0.8	27.9
Cn1nccc1C(=O)NC(=S)Nc1cc(Cl)cc(Cl)c1	3.2	4.9	-1.2	-11.9	0.2	4.3	0.7	4.9
CC(C)(C)c1cc2nc(NCCOc3ccccc3)ccn2n1	0.4	-12.5	-9.1	-15.3	0.0	3.2	0.4	3.6
Cc1cc(O)c(-c2cc(C(=O)NCCc3ccc(S(N)(=O)=O)cc3)[nH]n2)cc1C	-0.7	-11.1	-6.4	-14.0	0.1	0.7	0.0	-3.6
CCCc1cc(=O)[nH]c(SCC(=O)Nc2cccc(S(=O)(=O)N3CCCCC3)c2)n1	-3.7	-4.4	-0.9	-10.0	-0.1	-0.1	/	-1.6
CC(=O)N(C)C[C@H]1Oc2ncc(C3=CCCC3)cc2C(=O)N([C@@H](C)CO)C[C@H]1C	0.9	0.1	-5.4	0.8	0.3	2.5	0.1	-3.3
CCCN(C)C1CN(Cc2cn(Cc3ccc(Cl)cc3)nn2)S(=O)(=O)C1 (stereo unspecified)	-3.6	/	0.6	-2.2	-0.1	-1.2	0.0	/
COc1ccc(S(=O)(=O)Cc2ccc(C(=O)NCc3ccccc3)o2)cc1	-7.4	-5.4	-2.1	-6.5	0.2	2.0	0.1	-4.4
COc1ccc(OCc2nnc(SCC(=O)NNC(=O)c3ccc(C)cc3)n2C)cc1	7.1	/	0.3	10.3	-0.3	9.3	-2.8	/
CC(C)Oc1ccc(Cn2c(-c3ccco3)n[nH]c2=S)cc1	1.1	1.6	-3.5	5.0	/	-4.6	/	-8.1

Bioassay records: PubChem BioAssay, Broad Institute

Random draw from the library. About 2.5% of those tested had a hit in this group.
